APOBEC3A inh: human APOBEC3A DNA deaminase inhibition; recombinant A3A, FAM/TAMRA ssDNA deamination fluorescence; inhibition, % at 20 µM; 0.41% of 330,000 active; AID 493011;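 active = at least 40% inhibition at 20 µM here, with at most 30% in a related deaminase screen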;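 also: plate controls were A3A with DMSO for no effect and wells lacking A3A enzyme for full effect; some results filed as inactive read as strong as hits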
Target sequence (P31941 whole entry, looked up): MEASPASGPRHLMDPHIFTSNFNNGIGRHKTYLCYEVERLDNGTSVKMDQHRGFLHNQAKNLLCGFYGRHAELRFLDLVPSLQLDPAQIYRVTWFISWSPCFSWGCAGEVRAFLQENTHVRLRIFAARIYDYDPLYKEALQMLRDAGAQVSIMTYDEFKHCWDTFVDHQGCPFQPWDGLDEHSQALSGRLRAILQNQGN
hIAP act: human IAP activation | 0.16% of 330,000 active | activation factor at 10 µM | P09923 | purified human IAP, CDP-Star luminescence, 30 min; active compounds read high; 1 = vehicle-only enzyme, 0 = enzyme-free background | AID 2524;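 active = activation factor of the enzyme at least 2-fold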; also: the source names both 10 and 20 µM as test concentration; values of inactives mirror those of a sister screen read the other way
Target sequence (P09923 whole entry, looked up): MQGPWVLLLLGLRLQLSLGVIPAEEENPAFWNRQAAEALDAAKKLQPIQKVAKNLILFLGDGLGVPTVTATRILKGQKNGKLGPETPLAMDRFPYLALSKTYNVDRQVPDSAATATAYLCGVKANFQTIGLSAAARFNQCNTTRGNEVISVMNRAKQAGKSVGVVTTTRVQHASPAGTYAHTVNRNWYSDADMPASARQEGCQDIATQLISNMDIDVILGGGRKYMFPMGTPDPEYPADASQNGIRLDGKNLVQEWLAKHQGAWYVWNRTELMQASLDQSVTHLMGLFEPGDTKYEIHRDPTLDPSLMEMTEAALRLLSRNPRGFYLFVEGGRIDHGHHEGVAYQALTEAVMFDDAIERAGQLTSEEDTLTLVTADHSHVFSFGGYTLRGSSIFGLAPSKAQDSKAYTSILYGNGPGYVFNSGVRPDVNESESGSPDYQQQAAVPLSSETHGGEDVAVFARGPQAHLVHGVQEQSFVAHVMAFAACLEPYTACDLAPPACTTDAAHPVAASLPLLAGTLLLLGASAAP
mIAP block: blocks mouse intestinal alkaline phosphatase; purified mouse IAP, CDP-Star luminescence, 30 min; inhibition, % at 10 µM; 0.2% of 330,000 active; AID 2806;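 active = inhibition of at least 40% at 10 µM in the primary screen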;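 also: plate controls were DMSO with enzyme for no effect and no enzyme wells for full effect; values of inactives mirror those of a sister screen read the other way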
HKDC1 inhibitor: blocks human hexokinase HKDC1 activity | Q2TB90 | recombinant HKDC1, G6PDH/diaphorase resazurin coupled fluorescence | 0.16% of 340,000 active | inhibition, % at 20 µM | AID 493160;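 active = inhibition above about 35% when tested at 20 µM, limit read from the data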;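 also: plate controls were DMSO wells with enzyme for no effect and DMSO wells lacking enzyme for full effect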
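Material – in-house recombinant HK5 (HKDC1) enzyme · Quantity – HKDC1 at 5 µg/mL · Buffer or medium – pH 8.0 Tris buffer with 10 mM MgCl2 · Reagent – glucose with 1 mM ATP · Dosing – single 20 µM dose · Times – reaction time 90 min, room temperature, protected from light · Technique – resorufin fluorescence at 613 nm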
ATG4B inh: ATG4B (human) cysteine protease inhibition. Q9Y4P1. ATG4B cleavage of LC3-PLA2, NBD-HPC fluorescence, 1 h. inhibition, % at 8.33 µM. 0.51% of 340,000 active. AID 504462; in the data active = inhibition above about 40%
hIAP inh: blocks human intestinal alkaline phosphatase | 0.12% of 330,000 active | inhibition, % at 10 µM | purified IAP, CDP-Star luminescence, 30 min;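 active = inhibition reaching a set limit with compound at 10 µM in the primary screen, cut at about 35% in these data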;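 also: plate controls were DMSO wells with enzyme for no effect and no-enzyme buffer wells for full effect; values of inactives mirror those of a sister screen read the other way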
mIAP act: increases mouse intestinal alkaline phosphatase activity. muIAP, CDP-Star luminescence, 30 min; active compounds read high; 1 = vehicle-only enzyme signal, 0 = enzyme-free wells. activation factor at 10 µM. 0.24% of 330,000 active. AID 2805;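 active = activation factor of at least 2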; also: the source names both 10 and 20 µM as test concentration; values of inactives mirror those of a sister screen read the other way
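also added = chemiluminescent substrate CDP-Star | test system = mouse IAP enzyme | signal = chemiluminescence readout | compound = DMSO-dissolved test compounds | incubation = 30 min at room temperature | benchmarks = DMSO wells, no-enzyme wells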
PfG6PD inh: PfG6PD (Plasmodium falciparum) enzyme inhibition | PfGluPho enzyme, NADPH resazurin-diaphorase fluorescence | inhibition, % at 20 µM | 0.78% of 350,000 active | AID 504690;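 active = inhibition reaching at least a set limit at 20 µM in the primary screen, cut at about 59% in these data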;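 also: 0% = DMSO wells with substrate and 100% = DMSO wells lacking glucose-6-phosphate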
The depositor's hits bear a star; . = not tested or not shown; & = joins results of further samples.

SMILES | APOBEC3A inh | hIAP act | mIAP block | HKDC1 inhibitor | ATG4B inh | hIAP inh | mIAP act | PfG6PD inh
Nc1nc(N)c2sc3nc4c(cc3c2n1)CCC4 | 3 | 0.99 | -2 | 3 | -2 | 1 | 1 | 3
CCCCN1CC(=O)N2[C@H](c3ccc(Cl)cc3)[C@@H]3C(=O)N(CC)C(=O)[C@@H]3[C@]2(C)C1=O | -1 | 0.93 | 1 | -7 | 2 | 7 | 0.99 | -4
O=C(CCOc1ccccc1)Nc1ccc(S(=O)(=O)N2CCCC2)cc1 | -4 | 0.95 | -2 | -3 | 0 | 5 | 1 | 3
O=C(CN1CCN(c2ccc(Cl)cc2)CC1)c1ccccc1 | -3 | 0.89 | -6 | 0 | 3 | 11 | 1.1 | 7
CCOC(=O)NC(NC(=S)Nc1ccccc1OC)C(Cl)(Cl)Cl (stereo not given) | 1 | 1 | -16 | -1 | 6 | -3 | 1.2 | -8
Cc1ccc(NC(=S)NNC(=O)c2cccc([N+](=O)[O-])c2)cc1Cl | -2 | 1.4 | 14 | -10 | 77* | -35 | 0.86 | -3
OC(CNCc1ccccc1Cl)COc1ccc(F)cc1 (stereo not given) | -3 | 1 | 7 | -4 | -16 | -3 | 0.93 | 9
CCOC(=O)C1CCCN(CCCc2ccccc2)C1 (stereo not given) | -4&-9 | 0.9&0.9 | 3&-2 | -3&3 | -14&18 | 10&10 | 0.97&1 | 7&-11
CC(C)Cn1c(N)c(C(=O)CSc2nc3ccccc3c(=O)n2CCCN2CCOCC2)c(=O)n(C)c1=O | -3 | 1.2 | 8 | . | . | -17 | 0.92 | .
CC(=O)O/N=C(/c1nonc1N)N1CCN(c2ccc([N+](=O)[O-])cc2Cl)CC1 | -3 | 0.8 | -1 | 10 | 0 | 20 | 1 | -13
Cc1cc(C)nc(N2CCCC(C(=O)Nc3ccc4c(c3)OCCO4)C2)n1 (stereo not given) | -1 | 0.93 | -1 | -6 | -4 | 7 | 1 | -6
Cc1ccc(CSc2nc3c(c(=O)[nH]2)C(c2ccncc2)C2=C(CCCC2=O)N3)cc1 (stereo not given) | -5 | 1.1 | -26 | 4 | 2 | -11 | 1.3 | -23
O=[N+]([O-])c1ccc(COP(=O)(O)OCc2ccc([N+](=O)[O-])cc2)cc1 | 5 | 0.97 | 3 | 2 | -3 | 2 | 0.97 | -3
COc1ccc(C2C(C(=O)/C=C/c3ccco3)=C(O)C(=O)N2CCN2CCOCC2)cc1OC (stereo not given) | 17 | 0.9 | 17 | 6 | -8 | 10 | 0.83 | 15
Cc1ccc(S(=O)(=O)NC(C(=O)N2CCN(S(=O)(=O)c3cccc(F)c3)CC2)C(C)C)cc1 (stereo not given) | 2 | 0.99 | 0 | -4 | -5 | 1 | 0.99 | -4
O=C(N/N=C/c1ccc(-c2cccc([N+](=O)[O-])c2)o1)[C@H]1C[C@@H]1c1ccccc1 | 1 | 1.2 | 14 | -5 | -18 | -16 | 0.86 | -10
COc1ccc(CNC(=O)c2ccc(=O)oc2)cc1OC | -1 | 0.97 | 6 | 4 | -5 | 3 | 0.94 | -4
Cc1c(C(=O)N2CCOCC2)[nH]c2c1C(=O)CC(c1ccccc1Cl)C2 (stereo not given) | -2 | 1.2 | -8 | -2 | 24 | -16 | 1.1 | -1
CCOc1ccccc1NC(=O)COc1coc(CN2CCCc3ccccc32)cc1=O | -3 | 1 | 6 | 5 | 10 | -2 | 0.94 | 8
Cc1ccc(C(C(=O)NC(C)(C)C)N(C(=O)c2csnn2)c2cccc(F)c2)o1 (stereo not given) | -4 | 1 | 4 | -2 | -13 | -1 | 0.96 | -3
COc1cc(OC)cc(C(=O)NCC(=O)OCc2csc(-c3ccccc3)n2)c1 | 33 | 0.93 | 12 | -6 | 0 | 7 | 0.88 | 16
CCC1(C)Cc2[nH]c(=O)c(C#N)cc2CO1 (stereo not given) | -1 | 1 | 0 | -4 | 0 | -2 | 1 | -21
Cc1ccc(OCC(=O)Nc2cccc(O)c2)cc1C | -2 | 0.95 | 6 | 4 | -13 | 5 | 0.94 | 23
Cc1ccc(NC(=O)CCNC(=O)c2ccco2)cc1Cl | -2 | 0.96 | 3 | 2 | -3 | 4 | 0.97 | -1
CCCCN1C(N)=NC[C@@H]1CC1CCCCC1 | 1 | 1.1 | -11 | 4 | 1 | -12 | 1.1 | -7
CCOC(=O)C1CN(S(=O)(=O)c2ccc(C)cc2)c2ccccc2O1 (stereo not given) | -3 | 1 | 17 | -1 | 7 | -1 | 0.83 | 19
Cc1ccc(C(=O)NN2CC(O)=C(c3nc(-c4cccc([N+](=O)[O-])c4)cs3)C2=N)cc1 | 7 | 0.85 | -6 | -7 | 23 | 15 | 1.1 | 1
COc1ccccc1Nc1cc2cc(Br)ccc2c(=O)[nH]1 | 9 | 1.1 | 4 | 5 | 66* | -6 | 0.96 | 4
CN1CCCN(C(=O)c2cccc(Cl)c2)CC1 | -5 | 0.96 | -5 | 7 | 4 | 4 | 1.1 | -7
N=C1C(c2nc3ccccc3s2)=C(O)CN1c1ccccc1 | -1 | 1 | 4 | -1 | 4 | -4 | 0.96 | -14
COc1cc(CN2CC(C)OC(C)C2)cc(OC)c1 (stereo not given) | -4 | 0.91 | -1 | -4 | -3 | 9 | 1 | -15
CN(C)c1ccc(-c2ccc([C@H]3[C@@H]4C=CCC[C@@]4(C)C(=O)N3Cc3ccccc3)c(F)c2)cc1 | -1 | 0.96 | 5 | 5 | 13 | 4 | 0.95 | 15
CCCCn1c(=N)n(CC(O)COc2ccccc2)c2ccccc21 (stereo not given) | 1 | 1.1 | 0 | -1 | 5 | -10 | 1 | 3
O=C(CSc1nnc2c(Cl)cc(C(F)(F)F)cn12)NCc1ccc(F)cc1 | 9 | 1.1 | 5 | -1 | 2 | -13 | 0.95 | -3
O=C(CCNC(=O)c1ccccc1)Nc1nc2ccccc2s1 | 4 | 0.99 | -6 | -6 | -10 | 1 | 1.1 | -3
O=C1C(Cl)=C(N2CCOCC2)C(=O)N1c1ccc(Br)cc1 | -5 | 1.2 | -4 | -3 | 5 | -16 | 1 | -18
Cc1ccc(NCC(O)C(O)C(O)CO)cc1C (stereo not given) | -1 | 0.97 | 4 | -2 | -4 | 3 | 0.96 | 2
O=[N+]([O-])c1cc(CN2CCCCCC2)ccc1O | -6 | 1.3 | -5 | -2 | 8 | -26 | 1 | -14
CC1=Nc2cc(C(=O)O)ccc2Sc2ccc(Br)cc21 | 2 | 0.97 | 10 | -2 | 6 | 3 | 0.9 | -21
CCC(=O)Nc1nnc(S(=O)(=O)N(C)c2cc(C)cc(C)c2)s1 | 1 | 0.91 | -5 | -3 | -8 | 9 | 1 | 0

6 successive entries out of the list so far, quoted:
SMILES | APOBEC3A inh | hIAP act | mIAP block | HKDC1 inhibitor | ATG4B inh | hIAP inh | mIAP act | PfG6PD inh
O=C(CCNC(=O)c1ccccc1)Nc1nc2ccccc2s1 | 4 | 0.99 | -6 | -6 | -10 | 1 | 1.1 | -3
O=C1C(Cl)=C(N2CCOCC2)C(=O)N1c1ccc(Br)cc1 | -5 | 1.2 | -4 | -3 | 5 | -16 | 1 | -18
Cc1ccc(NCC(O)C(O)C(O)CO)cc1C (stereo not given) | -1 | 0.97 | 4 | -2 | -4 | 3 | 0.96 | 2
O=[N+]([O-])c1cc(CN2CCCCCC2)ccc1O | -6 | 1.3 | -5 | -2 | 8 | -26 | 1 | -14
CC1=Nc2cc(C(=O)O)ccc2Sc2ccc(Br)cc21 | 2 | 0.97 | 10 | -2 | 6 | 3 | 0.9 | -21
CCC(=O)Nc1nnc(S(=O)(=O)N(C)c2cc(C)cc(C)c2)s1 | 1 | 0.91 | -5 | -3 | -8 | 9 | 1 | 0

Further results:
SMILES | APOBEC3A inh | hIAP act | mIAP block | HKDC1 inhibitor | ATG4B inh | hIAP inh | mIAP act | PfG6PD inh
O=S(=O)(N1CCOCC1)n1c(Cc2ccccc2)nc2ccccc21 | -3 | 1.1 | -6 | -13 | -3 | -10 | 1.1 | 3
CC1=CC2=NC(=O)CC(C)(C(=O)N(CC(=O)NC(C)C)C3CCCC3)N2C=C1 (stereo not given) | 6 | 1.1 | -4 | . | . | -5 | 1 | .
CCN(CC)S(=O)(=O)c1cc(NC(=O)COC(=O)c2sc3ccccc3c2Cl)ccc1C | 2 | 0.9 | 8 | -2 | -6 | 10 | 0.93 | -3
Cc1ccc(-c2c[n+]3c(n2-c2ccccc2)SCC3)cc1 | 3 | 1.1 | -3 | -8 | -6 | -6 | 1 | 7
O=C(COC(=O)Cc1ccc([N+](=O)[O-])cc1)NC1CCCCCC1 | -3 | 0.95 | 8 | -4 | -1 | 5 | 0.92 | -6
Nc1nnc(SCC(=O)c2ccc([N+](=O)[O-])cc2)s1 | -7 | 1.1 | -1 | -4 | -6 | -12 | 1 | 11
COc1cccc(NC(=O)CSc2nc(=O)n(CCN(C)C)c3c2CCCC3)c1 | -5 | 1 | 4 | -5 | -5 | 0 | 0.96 | 7
CCO[C@@H]1OC(C(=O)N2CCOCC2)=C[C@H](c2cn(C(C)=O)c3ccccc23)[C@H]1CCCO | 0 | 1.1 | 10 | -2 | -8 | -6 | 0.9 | -1
COc1cc2c(cc1OC)CN(CC(=O)Nc1ccc(S(=O)(=O)N3CCCC3)cc1)CC2 | -3 | 1.3 | 4 | -1 | -9 | -26 | 0.96 | -11
CC(C)(C)c1nnc(NC(=O)C2CCN(C(=O)c3ccco3)CC2)s1 | 0 | 1.1 | 1 | 0 | -3 | -11 | 0.99 | -5
CCCOc1cccc(C2C(C(=O)c3ccco3)=C(O)C(=O)N2CCCn2ccnc2)c1 (stereo not given) | -2 | 1.1 | -2 | -1 | 6 | -7 | 1 | -1
CCN1CCN(CCC2Oc3cc([N+](=O)[O-])ccc3NC2=O)CC1 (stereo not given) | -2 | 1.1 | -5 | -3 | -1 | -14 | 1.1 | 5
COc1ccc(OCCCC(=O)OCC(=O)c2ccc3c(c2)NC(=O)CO3)cc1 | 5 | 0.83 | 4 | -7 | -3 | 17 | 0.96 | -1
CCOc1ccc(OCC)c(NC(=O)CN2CCN(CC(=O)NC(C)C)CC2)c1 | -5 | 1.2 | 3 | -6 | 2 | -16 | 0.97 | -12
CNC(=S)N1CCN(c2cccc(OC)c2)CC1 | -2 | 1.2 | 0 | -6 | -2 | -16 | 1 | -15

Whole records, quoted from the list.
`Nc1nnc(SCC(=O)c2ccc([N+](=O)[O-])cc2)s1` across the screens: APOBEC3A inh: -7; hIAP act: 1.1; mIAP block: -1; HKDC1 inhibitor: -4; ATG4B inh: -6; hIAP inh: -12; mIAP act: 1; PfG6PD inh: 11
`CCOc1ccc(OCC)c(NC(=O)CN2CCN(CC(=O)NC(C)C)CC2)c1` across the screens: APOBEC3A inh: -5; hIAP act: 1.2; mIAP block: 3; HKDC1 inhibitor: -6; ATG4B inh: 2; hIAP inh: -16; mIAP act: 0.97; PfG6PD inh: -12
`CC(C)(C)c1nnc(NC(=O)C2CCN(C(=O)c3ccco3)CC2)s1` across the screens: APOBEC3A inh: 0; hIAP act: 1.1; mIAP block: 1; HKDC1 inhibitor: 0; ATG4B inh: -3; hIAP inh: -11; mIAP act: 0.99; PfG6PD inh: -5
